Screens as filed in PubChem BioAssay.
Pf growth 96h: P. falciparum growth inhibition at 96 hours; P. falciparum luciferase reporter growth, 96 h; Potency, µM (highest dose often 28.7 µM), inactives show top-dose activity change, negative = inhibition, actives largely listed as inhibitors; 6.9% of 320,000 active; AID 504834; also: potency is read from the fitted curve at half-maximal effect; % is scaled to controls: 0 for no effect and ±100 for the full control effect
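Compounds incubated with erythrocytes infected by luciferase-expressing P. falciparum (2% hematocrit, 0.05% parasitemia final) for 96 hours, 37 C in 5% CO2. Growth inhibition scored as decreased luciferase luminescence.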
Sm TGR block: blocks Schistosoma mansoni thioredoxin glutathione reductase; 3% of 360,000 active; purified TGR, DTNB reduction, TNB absorbance 405 nm; Potency, µM (series often up to 114 µM), without a hit: at the highest dose activity change, negative = inhibition, hits mostly inhibitors; also: potency is read from the fitted curve at half-maximal effect; % is scaled to controls: 0 for no effect and ±100 for the full control effect; nearly all actives have a fitted effect of over 60% in size
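Kinetic colorimetric format: TGR-catalysed, NADPH-driven DTNB reduction monitored via TNB absorbance. Enzyme dispensed at 20 nM; compound exposure 15 min at room temperature before reaction start.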
Giardia FBPA inh: blocks Giardia fructose-bisphosphate aldolase activity. 0.71% of 290,000 active. A8B2U2. Potency, µM (titrated, usually from 59.6 µM), for inactives: top-dose activity, negative = inhibition, most hits filed as inhibitors. purified Giardia FBPA; also: potency is read from the fitted curve at half-maximal effect; % is scaled to controls: 0 for no effect and ±100 for the full control effect; nearly all actives have a fitted effect of over 55% in size
Target sequence (A8B2U2 whole entry, looked up): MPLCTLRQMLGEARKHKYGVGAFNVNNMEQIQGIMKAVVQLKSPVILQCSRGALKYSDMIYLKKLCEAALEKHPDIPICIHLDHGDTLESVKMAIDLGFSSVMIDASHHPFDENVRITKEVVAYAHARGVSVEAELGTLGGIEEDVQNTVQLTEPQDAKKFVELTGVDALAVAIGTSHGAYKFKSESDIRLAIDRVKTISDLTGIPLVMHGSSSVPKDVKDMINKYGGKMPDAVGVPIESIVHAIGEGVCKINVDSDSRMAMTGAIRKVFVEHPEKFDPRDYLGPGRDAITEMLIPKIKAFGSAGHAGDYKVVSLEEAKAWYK
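40 nM FBPA preincubated 10 min at RT with compound (up to 57.5 uM final), then substrate plus GAPDH/TPI/NAD/arsenate coupling and diaphorase/resazurin added. Fluorescence read after 20 min at RT, 525/598 nm.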
CHX counter: counter-screen hit for Shiga toxin inhibitors, cycloheximide; cell reporter, cycloheximide protein synthesis inhibition counterscreen; max response, %; 12% of 300,000 active; AID 2314; in the data active = max response mostly above about 13%, no sharp cut-off; inactive = mostly below about 14%; also: read at 38.3 µM for the half of the compounds with a filed dose; 0% is about no effect
Shiga inhibitor: Shiga toxin inhibition; 9.2% of 290,000 active; inhibition, % at 38.7 µM; AID 2315; Vero cells, Shiga toxin protein synthesis inhibition reporter; in the data active = inhibition mostly above about 28%, no sharp cut-off; inactive = mostly below about 43%; also: 0% is about no effect
Pf growth 48h: P. falciparum growth inhibition at 48 hours (one generation). P. falciparum luciferase growth in erythrocytes, 48 h. 5.9% of 310,000 active. Potency, µM (doses to about 28.7 µM), for the others: at the highest dose activity change, negative = inhibition, usual class: inhibitors; also: potency is read from the fitted curve at half-maximal effect; % is scaled to controls: 0 for no effect and ±100 for the full control effect
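Compounds are pin-transferred into medium, infected erythrocytes (2% hematocrit, 0.1% parasitemia final) are added, and plates sit one parasite generation at 37 C in 5% CO2. Detection reagent is then added and luminescence measured.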
* marks the source's active call; other numbers are inactive results; ? = inconclusive; / = no result given; [ ] = another dose, or the depositor's remark. Unless noted, calls follow the shape of the dose curve; as a rule, active = well fitted curve in the direction sought with a large enough effect; inconclusive = small, poorly fitted or top-dose-only effect, or another doubt; inactive = no such curve, though single readings can be large; an effect the other way counts as inactive or inconclusive.

[1] CC1=NN(c2ccccc2)C(=O)/C1=C/c1ccc(Cl)cc1
[2] Cc1cccc(N2CN=c3s/c(=C\c4ccccn4)c(=O)n3C2)c1
[3] CC(=O)Nc1ccc(S(=O)(=O)N(C)Cc2cnn(C)c2)cc1
[4] O=C(CCN1CCN(c2ccccc2)CC1)N/N=C/c1ccccc1OC(F)F
[5] CC1CCN(c2nnc(-c3cccs3)c3ccccc23)CC1
[6] COC(=O)CSc1nc2ccccc2c(=O)n1Cc1ccccc1
[7] COc1cc2cnc(-c3ccccc3)c(-c3cc(OC)c(OC)c(OC)c3)c2cc1OC
[8] COc1ccc(-c2csc3nc(C)nc(N4CCN(c5ccc(C(C)=O)cc5)CC4)c23)cc1OC
Assay by compound,1,2,3,4,5,6,7,8
CHX counter,7,9,2,-1,16*,13,/,31*
Pf growth 96h,?,2%,78%[activator],44%[activator],?,?,3.7µM*,?
Pf growth 48h,-8%,71%[activator],12%,12%,-1%,14%,10µM*,?
Sm TGR block,?,-1%,96%[activator],8%,0%,-1%,3.2µM*,-4%
Giardia FBPA inh,-13%,5%,-3%,1%,-3%,4%,/,-2%
Shiga inhibitor,6,12,-4,-5,60,-9,/,65*

[9] Cc1cc(NC(=O)COC(=O)C(Nc2ccc(C(F)(F)F)cc2Cl)C(C)C)no1 (configuration not stated)
[10] Cc1ccccc1C(=O)OC(C)C(=O)NCc1ccc2c(c1)OCO2 (configuration not stated)
[11] S=C(NCCN1CCOCC1)N/N=C/c1c2ccccc2cc2ccccc12
[12] CC(C)(C)NC(=O)Cn1cnc([N+](=O)[O-])n1
[13] Cc1ccc(S(=O)(=O)N2CCOCC2)cc1NC(=O)CSCc1c(C)noc1C
[14] O=C(NCc1cccs1)c1cc(-c2ccc(O)cc2)on1
[15] CC(C)CC(=O)N(Cc1ccc(F)cc1)C1CCS(=O)(=O)C1 (configuration not stated)
[16] Cc1cc(NC(=O)Nc2cc(C)nn2-c2ccccc2)n(-c2ccccc2)n1
Assay by compound,9,10,11,12,13,14,15,16
CHX counter,-4,/,13,-4,/,43*,-1,-2
Pf growth 96h,?,-27%,/,58%[activator],-7%,-7%,-1%,0%
Pf growth 48h,?,?,-16%,11%,-5%,101%[activator],21%,/
Sm TGR block,0%,0%,-17%,12%,0%,14%,8%,-3%
Giardia FBPA inh,-17%,/,3%,-5%,/,2%,12%,-1%
Shiga inhibitor,6,/,22,-7,/,86*,-6,-15

[17] CCn1nccc1C(=O)Nc1ccc(C)c(C)c1
[18] CCN(CC)CCCNc1cc(C)nc2cc(-c3cccs3)nn12
[19] COc1cc(OC)cc(C(=O)OCC(=O)Nc2ccc(N3CCCCC3)cc2)c1
[20] NC(=O)[C@@H]1CCOc2c(F)cc([N+](=O)[O-])cc2C(=O)N[C@@H](CO)C(=O)NCC(=O)N1
[21] Cc1nn(-c2ccc(Cl)cc2)c2[nH]c(CCl)cc(=O)c12
[22] O=[N+]([O-])c1cc([N+](=O)[O-])c(Oc2cc(F)cc(F)c2F)cc1NN1CCCCC1
[23] CNC(=O)COc1ncnc2sc(C)c(C)c12
[24] O=C(c1ccc(Cl)c(S(=O)(=O)N2CCc3ccccc3C2)c1)N1CCN(c2ccccc2)CC1
Assay by compound,17,18,19,20,21,22,23,24
CHX counter,34*,-2,-1,-1,-3,0,-1,-2
Pf growth 96h,?,-25%,/,-11%,-11%,38%[activator],18%,?
Pf growth 48h,63%[activator],?,16%,12%,?,4%,18%,?
Sm TGR block,70%[activator],12%,4%,-3%,?,2%,1%,-16%
Giardia FBPA inh,-1%,5%,4%,-5%,-1%,-6%,-6%,6%
Shiga inhibitor,62*,-9,-4,-9,-10,2,-2,-11

[25] Cc1ccc(OCC(=O)Nc2ccc(Cl)cc2)c(-n2nc3ccccc3n2)c1
[26] O=C(Nc1ncc(Cc2ccccc2Cl)s1)C1CCCO1 (configuration not stated)
[27] CCn1c(SCc2nc3ccccc3s2)nnc1-c1cccs1
[28] Cc1ccc(NC(=O)Nn2cnnc2)cc1Cl
[29] CC(OC(=O)c1ccc(Cl)c(S(N)(=O)=O)c1)C(=O)NCc1ccc2c(c1)OCO2 (configuration not stated)
[30] Cc1ccc(SCc2cc(=O)[nH]c(Nc3nc(C)c4cccc(C)c4n3)n2)cc1
[31] O=C(CNC(=O)c1ccccc1)OCC(=O)N1N=C(c2ccc(Cl)cc2)CC1c1ccco1 (configuration not stated)
[32] COc1cc(C2/C(=C(\O)c3ccc4c(c3)CC(C)O4)C(=O)C(=O)N2CCCn2ccnc2)ccc1O (configuration not stated)
Assay by compound,25,26,27,28,29,30,31,32
CHX counter,2,54*,59*,-1,/,-1,5,3
Pf growth 96h,44%[activator],?,10µM*,?,-2%,?,3%,/
Pf growth 48h,21%,408%[activator],-18%,7%,1%,?,?,4%
Sm TGR block,-24%,-6%,-12%,12%,-1%,4%,-3%,-33%
Giardia FBPA inh,5%,-3%,-15%,/,/,3%,4%,8%
Shiga inhibitor,-1,49*,59*,-3,/,2,11,18

Compound profiles, from the list above. Order of screens: CHX counter | Pf growth 96h | Pf growth 48h | Sm TGR block | Giardia FBPA inh | Shiga inhibitor
Cc1ccccc1C(=O)OC(C)C(=O)NCc1ccc2c(c1)OCO2 (configuration not stated) in the list: / | -27% | ? | 0% | / | /
Cc1ccc(NC(=O)Nn2cnnc2)cc1Cl in the list: -1 | ? | 7% | 12% | / | -3

Remaining list, next part:
[33] COc1ccc(CCNC(=O)CC2Nc3ccccc3NC2=O)cc1OC (configuration not stated)
[34] CN(C)CCN1C(=O)c2oc3ccccc3c(=O)c2C1c1ccc(F)cc1 (configuration not stated)
[35] S=c1[nH]nc(-c2c[nH]c3ccccc23)o1
[36] CC(=O)N(c1ccc(C)cc1)c1nc(C)cc(C)c1C#N
[37] COc1ccc(-n2c(NN)nc3sc4c(c3c2=O)CCCC4)cc1
[38] CC(=O)Nc1cccc(C(=O)NC(C)c2ccc(S(N)(=O)=O)cc2)c1 (configuration not stated)
[39] CC1=CC(C)(C)N(C(=O)CSc2nnc(-c3ccc(C)cc3)o2)c2ccc(C)cc21
[40] Cc1cccc2c(C(=O)N3CCCCC3)cc(-c3ccccc3)nc12
Assay by compound,33,34,35,36,37,38,39,40
CHX counter,2,-2,-9,-1,11,2,11,6
Pf growth 96h,1.5µM*,?,31%[activator],40%[activator],-1%,/,9.3µM*,0%
Pf growth 48h,?,?,35%[activator],-1%,9%[5.75 µM],-13%,/,9.3µM*
Sm TGR block,6%,-2%,14%,-4%,0%,-21%,-19%,-9%
Giardia FBPA inh,-17%,1%,?,1%,-25%,4%,-2%,-3%
Shiga inhibitor,-16,5,-6,-7,30,-7,-9,-5

[41] Cc1cc(O)c(C(C)C)cc1NC(=O)Cn1nc(C)c2ccccc2c1=O
[42] Cc1ccc(NC(=O)NC(=O)N(C(C)C)S(C)(=O)=O)nc1
[43] CC(C)Oc1ccc(S(=O)(=O)N2CCOCC2)cc1NC(=O)c1ccc(N2CCCC2=O)cc1
[44] COc1ccc(CCNC(=O)COc2coc(CN3c4ccccc4CC3C)cc2=O)cc1OC (configuration not stated)
[45] CC(C)(C)C(=O)CC1(O)C(=O)N(Cc2ccccc2)c2ccccc21 (configuration not stated)
[46] CN(CCCC(=O)Nc1nccs1)S(=O)(=O)c1ccc(Cl)cc1
[47] CC(/C=C/c1ccco1)=N\NC(=O)CNc1ccc2ccccc2c1
[48] CCc1ccc(C(=O)NNC(=O)c2cc(S(=O)(=O)N(C)C)ccc2N2CCCC2)cc1
Assay by compound,41,42,43,44,45,46,47,48
CHX counter,-2,14*,-1,/,8,0,9,-2
Pf growth 96h,1%,-1%,1.3µM*,?,-6%,?,?,41%[activator]
Pf growth 48h,-13%,1%,4.1µM*,9.3µM*,/,?,30%[activator],13%
Sm TGR block,8%,-13%,2%,0%,2%,0%,-24%,0%
Giardia FBPA inh,2%,-3%,/,/,-2%,1%,?,/
Shiga inhibitor,2,-34,-9,/,-11,13,16,-7

Structural class: those above containing two or more sulfur atoms.
[13] Cc1ccc(S(=O)(=O)N2CCOCC2)cc1NC(=O)CSCc1c(C)noc1C
[27] CCn1c(SCc2nc3ccccc3s2)nnc1-c1cccs1
[46] CN(CCCC(=O)Nc1nccs1)S(=O)(=O)c1ccc(Cl)cc1
Assay by compound,13,27,46
CHX counter,/,59*,0
Pf growth 96h,-7%,10µM*,?
Pf growth 48h,-5%,-18%,?
Sm TGR block,0%,-12%,0%
Giardia FBPA inh,/,-15%,1%
Shiga inhibitor,/,59*,13

The results go on:
[49] COc1cc(CC(=O)Nc2ccc(S(=O)(=O)N(C)C)cc2)cc(OC)c1OC
[50] COc1cc(-c2nnc(COC(=O)c3cc(C)no3)o2)cc(OC)c1OC
[51] COc1ccccc1NC(=O)CCN1C(=O)c2ccccc2S1(=O)=O
[52] O=C(NCCCN1CCCC1=O)c1ccc2c(c1)OCO2
[53] Cc1sc(NC(=O)c2ccccc2)c(C(=O)c2ccccc2)c1C
[54] Cc1cc(C(=O)N/N=C/c2cc(Br)ccc2OC(=O)c2ccccc2)n[nH]1
[55] CNc1ccccc1C(C)(C)c1cc(C)[nH]n1
[56] COc1ccc(-n2nc(C(=O)NCC(=O)N3CCCC3)c3ccccc3c2=O)cc1
Assay by compound,49,50,51,52,53,54,55,56
CHX counter,-2,-2,-3,15*,7,11,5,-2
Pf growth 96h,-2%,-9%,34%[activator],?,12µM*,?,9%,?
Pf growth 48h,-11%,-13%,-2%,45%[activator],0%,0%,-4%,5%
Sm TGR block,-31%,-7%,/,5%,3%,-1%,-4%,4%
Giardia FBPA inh,-6%,/,2%,-10%,7%,-1%,2%,12%
Shiga inhibitor,-5,-28,-3,59*,-1,4,3,15

[57] COc1ccccc1NC(=O)Nc1ccc(F)c(F)c1
[58] COc1ccc(OCC(=O)Nc2ccccc2C(=O)Nc2ccc(C(=O)O)cc2)cc1
[59] COc1ccc(Cl)cc1NC(=O)COc1cccc(-n2cnnn2)c1
[60] C=CCn1c(Cc2c[nH]c3ccccc23)nnc1SCC(=O)NCc1ccccc1
[61] CCn1c(/C=N/Nc2ccc(C(=O)O)cc2)nc2ccccc21
[62] COc1ccccc1CN(Cc1nc2ccccc2c(=O)[nH]1)C(=O)Nc1ccccc1
[63] Cc1ccc(C(=O)CSc2nnc(-c3cccs3)n2C)o1
[64] O=C1NC(=O)C(Cc2cccc(Oc3ccccc3)c2)S1 (configuration not stated)
Assay by compound,57,58,59,60,61,62,63,64
CHX counter,66*,0,-1,-2,-2,-2,-9,7
Pf growth 96h,16%[5.75 µM],0%,1%[5.75 µM],?,-67%,4%,?,61%[activator]
Pf growth 48h,?,17%,-22%,-16%,50%[activator],?,/,-2%
Sm TGR block,8%,0%,-8%,-1%,-21%,1%,-41%,8%
Giardia FBPA inh,-23%,/,-3%,1%,-19%,-11%,-6%,-12%
Shiga inhibitor,81*,-9,12,-13,-14,8,-4,25

[65] CCN1CCN(C(c2cccs2)C(C)NC(=S)NC2CCCCC2)CC1 (configuration not stated)
[66] Nc1nc(CN2CCN(Cc3ccccc3)CC2)nc(Nc2ccccc2)n1
[67] O=C(NCC1CCCO1)c1cc(-c2ccccc2F)no1 (configuration not stated)
[68] O=S(=O)(NC1CCN(S(=O)(=O)c2ccc3c(c2)OCCO3)CC1)c1c(F)cccc1F
[69] O=C(NC(=S)NC1CCCCC1)c1ccccc1[N+](=O)[O-]
Assay by compound,65,66,67,68,69
CHX counter,-2,5,29*,/,17
Pf growth 96h,-12%,13µM*,-16%,12µM*,-22%
Pf growth 48h,-7%,?,114%[activator],?,?
Sm TGR block,2%,?,-4%,2%,-22%
Giardia FBPA inh,0%,-14%,/,/,/
Shiga inhibitor,-3,-3,91*,/,11
